Screening data: PubChem, several laboratories
SKKanGAS inh – S. pyogenes SKKanGAS growth inhibitors in kanamycin, primary screen, streptokinase expression inhibitor project, SKKanGAS strain, BacTiter-Glo luminescence; inhibition, % at 7.5 µM; 6 h; 300,000 tested, 1.3% active; AID 1662, 2009;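 active = mean replicate score, as percent of positive control median, at least 50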;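 also: strain carries kanamycin resistance gene driven by streptokinase promoter and grows in 40 µg/ml kanamycin; loss of luminescence reflects streptokinase promoter inhibition or plain growth inhibition; 0% = median of DMSO wells and 100% = positive control at its reference dose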
Platelet DG rel – inhibitors of platelet dense granule secretion, primary screen, cell-based, MLPCN, human platelets; human platelet-rich plasma, SFLLRN dense granule ATP release, luminescence; inhibition, %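 (compounds screened at 7.5 µM in platelet-rich plasma)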; 300,000 tested, 0.22% active;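 active = mean replicate score, as percent of positive control, at or above 50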
TRPC6 activator – mouse TRPC6 channel activators, primary screen, cell-based, HEK293, membrane potential dye | Short transient receptor potential channel 6 (Mus musculus), Q61143 | HEK293-TRPC6 membrane potential dye fluorescence; hits give high values | B-score at 10 µM | 310,000 tested, 0.13% active | AID 2550, 2010;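 active = B-score of the integrated fluorescence ratio above library mean plus 3 SD, and starting fluorescence ratio within library mean plus 5 SD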;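 also: higher score means more depolarization so channel activation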
MrgX1 antag – antagonists of human MrgX1 receptor, primary screen, HEK293 cells, Fluo-4 calcium flux. B-score at 10 µM. BAM8-22 antagonism; hits give low values. AID 588676, 2011. Mas-related G-protein coupled receptor member X1 (Homo sapiens), Q96LB2. 310,000 tested, 1.3% active;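 active = calcium-response B-score plate-corrected more than 3 library SD below zero, starting fluorescence within 5 deviations, no agonist response on first addition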;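 also: peak minus trough fluorescence over baseline after final BAM8-22 challenge near maximal dose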
Target sequence (Q96LB2 whole entry, looked up): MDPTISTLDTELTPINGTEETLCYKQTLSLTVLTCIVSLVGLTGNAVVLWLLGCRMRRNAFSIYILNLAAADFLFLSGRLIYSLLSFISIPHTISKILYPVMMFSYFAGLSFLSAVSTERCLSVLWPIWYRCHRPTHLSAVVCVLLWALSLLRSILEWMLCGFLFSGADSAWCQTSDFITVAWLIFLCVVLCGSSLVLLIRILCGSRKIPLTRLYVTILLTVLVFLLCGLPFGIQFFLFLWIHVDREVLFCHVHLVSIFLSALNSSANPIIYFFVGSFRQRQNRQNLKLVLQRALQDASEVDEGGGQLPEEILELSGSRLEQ
MrgX1 allo act – positive allosteric modulators of MrgX1, primary screen, HEK293 cells, Fluo-4 calcium flux; Mas-related G-protein coupled receptor member X1 (Homo sapiens), Q96LB2; FDSS; hits give high values; B-score at 10 µM; 310,000 tested, 0.63% active; AID 588675, 2011;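 active = plate-corrected calcium response at least 3 library SD above typical, normal starting fluorescence, not activating the receptor alone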;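 also: compound read alongside a low EC10 to EC30 dose of BAM8-22 agonist; peak minus trough fluorescence over baseline measured at the second addition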
TRPC6 inhibitor – mouse TRPC6 channel inhibitors, primary screen, cell-based, HEK293, membrane potential dye. 310,000 tested, 1.1% active. AID 2553, 2010. ACh-evoked depolarization; hits give low values. Short transient receptor potential channel 6 (Mus musculus), Q61143. B-score at 10 µM;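 active = B-score under library mean minus 3 SD, initial fluorescence not abnormally high, positive integrated signal ratio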;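 also: B-score derived from integrated fluorescence ratio over the kinetic read; more negative B-score means stronger inhibition of depolarization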
MrgX1 ag – agonists of human MrgX1 receptor, primary screen, HEK293 cells, Fluo-4 calcium flux; Mas-related G-protein coupled receptor member X1 (Homo sapiens), Q96LB2; 310,000 tested, 0.44% active; AID 588627, 2011; Fluo-4 calcium fluorescence, agonist mode; hits give high values; B-score at 10 µM;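 active = calcium response B-score plate-corrected fluorescence ratio at least 3 library SD, with starting fluorescence B-score inside 5 SD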
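Material: MrgX1-expressing HEK293 cells / Dosing: compound as first of three additions / Incubation: overnight seeding, then 1 h dark dye loading / Signal: Fluo-4 NW calcium fluorescence / Evaluation: B-scored fluorescence response ratio / Benchmarks: positive and negative control wells on each plate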
TRPC4 inh – inhibitors of mouse TRPC4 channel, primary screen, Fluo4 calcium, HEK293 TRPC4beta/mu-opioid cells | DAMGO-evoked Fluo4 calcium flux; hits give low values | B-score at 10 µM | 300,000 tested, 0.39% active;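 active = B-score over 3 SD under the library average, no early fluorescence shift, positive overall ratio signal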
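Material: HEK293 cells with stable TRPC4beta plus mu-opioid receptor expression / Probe or stimulus: DAMGO in two steps, submaximal then maximal / Compound: single concentration per test compound / Technique: kinetic Fluo4 fluorescence imaging of calcium influx / Read-out: per-well B score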
HIF activator – HIF pathway transcriptional activators, primary screen, cell-based, U2OS HRE-luciferase, luminescence | U2OS HRE-luciferase reporter; normalized: DMSO 0%, desferrioxamine 100% | activation, % at 7.5 µM (by protocol) | 300,000 tested, 0.32% active;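 active = mean activation of at least 10% of the iron chelator positive control signal, with at least half of replicates also reaching 10%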
RGS4 pot – RGS4 potentiators or activators, primary screen, cell-based, HEK293 M3R inducible RGS4, calcium flux; carbachol calcium flux Fluo4; hits give low values; 310,000 tested, 0.92% active; B-score at 10 µM;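 active = B-score of the integrated calcium signal more than 4 SD below the library mean, with starting fluorescence not abnormally high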;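 also: negative B-score means reduced calcium response which marks RGS4 activation or potentiation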
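Assay system: Inducible-RGS4 HEK293 cells carrying M3 receptor | Schedule: Compound preincubation 20 min at room temperature before agonist | Signal: Kinetic calcium fluorescence imaging with Fluo4-AM dye, 2 µM | Read-out basis: B score from integrated fluorescence ratio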
RGS4 block – RGS4 inhibitors, primary screen, cell-based, HEK293 M3R inducible RGS4, calcium flux; Regulator of G-protein signaling 4 (Homo sapiens), P49798; Fluo-4 calcium flux; hits give high values; triggered by carbachol at its EC20; B-score at 10 µM; 310,000 tested, 0.45% active; AID 463165, 2010;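 active = B-score, a plate-corrected calcium signal, over three deviations above library mean, with baseline fluorescence within five deviations of library mean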;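 also: RGS4 expression induced by doxycycline in cells with stable M3 receptor; B-score is computed from the integrated fluorescence ratio over baseline after carbachol; higher B-score means a larger calcium signal and so more RGS4 inhibition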
Target sequence (P49798 whole entry, looked up): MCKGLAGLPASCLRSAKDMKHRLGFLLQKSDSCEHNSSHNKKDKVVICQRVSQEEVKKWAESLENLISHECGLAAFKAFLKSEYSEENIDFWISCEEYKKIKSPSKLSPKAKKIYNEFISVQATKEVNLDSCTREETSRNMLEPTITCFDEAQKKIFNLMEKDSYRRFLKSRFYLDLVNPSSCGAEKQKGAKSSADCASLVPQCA
* = called active by the depositor. No enrichment for hits; any-hit rate near 6.1%.

COc1ccc(NC(=O)CN(C)C(=O)CCCc2c[nH]c3ccccc23)cc1 was read as SKKanGAS inh -4.1, Platelet DG rel -9.1, TRPC6 activator inactive, MrgX1 antag inactive, MrgX1 allo act inactive, TRPC6 inhibitor inactive, MrgX1 ag inactive, TRPC4 inh inactive, HIF activator 1.2, RGS4 pot inactive and RGS4 block inactive.
Screening CCOC(=O)c1ccc(-n2nc(C)cc2C)cc1 returned SKKanGAS inh -4.2, Platelet DG rel -3.8, TRPC6 activator inactive, MrgX1 antag inactive, MrgX1 allo act inactive, TRPC6 inhibitor inactive, MrgX1 ag inactive, TRPC4 inh inactive, HIF activator 0.5, RGS4 pot inactive and RGS4 block inactive.
Cc1cccc(C)c1Nc1nnc(SCC(=O)Nc2sccc2C#N)s1 was read as SKKanGAS inh 15.2, Platelet DG rel -4.3, TRPC6 activator inactive, MrgX1 antag inactive, MrgX1 allo act inactive, TRPC6 inhibitor inactive, MrgX1 ag inactive, TRPC4 inh inactive, HIF activator 0.0, RGS4 pot inactive and RGS4 block inactive.
C/C=C(/C)C(=O)O[C@@H]1c2c(ccc3ccc(=O)oc23)O[C@@H]1C(C)(C)OC(C)=O was read as SKKanGAS inh 8.0, Platelet DG rel 6.4, TRPC6 activator inactive, MrgX1 antag inactive, MrgX1 allo act inactive, TRPC6 inhibitor inactive, MrgX1 ag inactive, TRPC4 inh inactive, HIF activator 2.2, RGS4 pot inactive and RGS4 block inactive.
Screening O=C(c1ccc(F)cc1)N1CCC(C(=O)N2CCN(S(=O)(=O)c3cccc(Cl)c3)CC2)CC1 returned SKKanGAS inh -5.2, Platelet DG rel -20.0, TRPC6 activator inactive, MrgX1 antag inactive, MrgX1 allo act inactive, TRPC6 inhibitor inactive, MrgX1 ag inactive, TRPC4 inh inactive, HIF activator 0.0, RGS4 pot inactive and RGS4 block inactive.
CN(C1CCCCC1)S(=O)(=O)c1cccc(C(=O)OCC(=O)NC2CCCc3ccccc32)c1 (centres undefined) was read as SKKanGAS inh 20.5, Platelet DG rel -1.9, TRPC6 activator inactive, MrgX1 antag inactive, MrgX1 allo act inactive, TRPC6 inhibitor inactive, MrgX1 ag inactive, TRPC4 inh inactive, HIF activator -0.2, RGS4 pot inactive and RGS4 block inactive.
`COc1ccc(N=C2S/C(=C\c3ccc(C)s3)C(=O)N2CC(C)C)cc1` gave SKKanGAS inh 2.8, Platelet DG rel -1.3, TRPC6 activator inactive, MrgX1 antag inactive, MrgX1 allo act inactive, TRPC6 inhibitor inactive, MrgX1 ag inactive, TRPC4 inh inactive, HIF activator -0.3, RGS4 pot inactive and RGS4 block inactive.
For CCOc1ccc(-c2ccc(SCC)nn2)cc1 the results were TRPC6 activator inactive, MrgX1 antag inactive, MrgX1 allo act inactive, TRPC6 inhibitor inactive, MrgX1 ag inactive, TRPC4 inh inactive, RGS4 pot inactive and RGS4 block inactive.
Screening CC(=O)N1N=C(c2ccc3nccnc3c2)CC1c1ccccc1 (centres undefined) returned SKKanGAS inh -10.4, Platelet DG rel -0.5, TRPC6 activator inactive, MrgX1 antag inactive, MrgX1 allo act inactive, TRPC6 inhibitor inactive, MrgX1 ag inactive, TRPC4 inh inactive, HIF activator 0.3, RGS4 pot inactive and RGS4 block inactive.
For COc1ccc(C2/C(=C(/O)c3ccc(C)cc3)C(=O)C(=O)N2CC2CCCO2)cc1OC (centres undefined) the results were SKKanGAS inh -1.6, Platelet DG rel 5.6, TRPC6 activator inactive, MrgX1 antag inactive, MrgX1 allo act inactive, TRPC6 inhibitor inactive, MrgX1 ag inactive, TRPC4 inh inactive, HIF activator 0.0, RGS4 pot inactive and RGS4 block inactive.
Cc1cc(C)nc(SCc2nnc(SCc3ccccc3Cl)o2)n1 was read as SKKanGAS inh 3.8, Platelet DG rel -10.0, TRPC6 activator inactive, MrgX1 antag inactive, MrgX1 allo act inactive, TRPC6 inhibitor inactive, MrgX1 ag inactive, TRPC4 inh inactive, HIF activator -1.6, RGS4 pot inactive and RGS4 block inactive.
`O=C(N/N=C/c1ccco1)c1cc(Br)ccc1OCc1ccccc1` gave SKKanGAS inh 10.9, Platelet DG rel 2.5, TRPC6 activator inactive, MrgX1 antag inactive, MrgX1 allo act inactive, TRPC6 inhibitor inactive, MrgX1 ag inactive, TRPC4 inh inactive, HIF activator -0.4, RGS4 pot inactive and RGS4 block inactive.
Screening COCCNC(=O)C(c1cccs1)N(Cc1cccs1)C(=O)Cn1nnc2ccccc21 (centres undefined) returned SKKanGAS inh -7.8, TRPC6 activator inactive, MrgX1 antag inactive, MrgX1 allo act inactive, TRPC6 inhibitor inactive, MrgX1 ag inactive, TRPC4 inh inactive, HIF activator 1.1, RGS4 pot inactive and RGS4 block inactive.
CC1CC(C)CN(C(=O)CSc2nnc(-c3ccco3)o2)C1 (centres undefined) was read as SKKanGAS inh 1.3, Platelet DG rel -48.3, TRPC6 activator inactive, MrgX1 antag inactive, MrgX1 allo act inactive, TRPC6 inhibitor inactive, MrgX1 ag inactive, TRPC4 inh inactive, HIF activator 0.0, RGS4 pot inactive and RGS4 block inactive.
O=C(NCC(=O)N(Cc1cccs1)C(C(=O)NC1CCCCC1)c1cccnc1)c1ccco1 (centres undefined) was read as SKKanGAS inh -4.5, Platelet DG rel 0.7, TRPC6 activator inactive, MrgX1 antag inactive, MrgX1 allo act inactive, TRPC6 inhibitor inactive, MrgX1 ag inactive, TRPC4 inh inactive, HIF activator -2.0, RGS4 pot inactive and RGS4 block inactive.
`Cc1cccc(NC(=O)c2cnc3sccn3c2=O)c1C` gave SKKanGAS inh 1.7, Platelet DG rel -0.3, TRPC6 activator inactive, TRPC6 inhibitor inactive, TRPC4 inh inactive, HIF activator 3.4, RGS4 pot inactive and RGS4 block inactive.
Cc1ccn2c(C(=O)c3ccc(Cl)cc3)cnc2c1 was read as SKKanGAS inh 10.9, Platelet DG rel 4.5, TRPC6 activator inactive, MrgX1 antag inactive, MrgX1 allo act inactive, TRPC6 inhibitor inactive, MrgX1 ag inactive, TRPC4 inh inactive, HIF activator 2.8, RGS4 pot inactive and RGS4 block inactive.
`COc1cccc(C(=O)NCc2ccc3c(c2)cc(C)n3C)c1` gave SKKanGAS inh 4.1, Platelet DG rel 0.9, TRPC6 activator inactive, MrgX1 antag inactive, MrgX1 allo act inactive, TRPC6 inhibitor inactive, MrgX1 ag inactive, TRPC4 inh inactive, HIF activator 0.3, RGS4 pot inactive and RGS4 block inactive.
Screening Cc1ccc(-c2[nH]c3cc(C(N)=O)ccc3c(=O)c2O)cc1 returned SKKanGAS inh -0.6, Platelet DG rel 14.3, TRPC6 activator inactive, MrgX1 antag inactive, MrgX1 allo act inactive, TRPC6 inhibitor inactive, MrgX1 ag inactive, TRPC4 inh inactive, HIF activator 1.7, RGS4 pot inactive and RGS4 block inactive.
`CCc1nnc(NS(=O)(=O)c2ccc(N3C(=O)C4CC=C(Cl)CC4C3=O)cc2)s1` (centres undefined) gave SKKanGAS inh -5.1, Platelet DG rel -15.5, TRPC6 activator inactive, MrgX1 antag inactive, MrgX1 allo act inactive, TRPC6 inhibitor inactive, MrgX1 ag inactive, TRPC4 inh inactive, HIF activator 0.2, RGS4 pot inactive and RGS4 block inactive.
Screening Cn1ncc(C#N)c1NC(=O)c1cc(-c2ccccc2Cl)on1 returned SKKanGAS inh 3.1, Platelet DG rel -12.9, TRPC6 activator inactive, MrgX1 antag inactive, MrgX1 allo act inactive, TRPC6 inhibitor inactive, MrgX1 ag inactive, TRPC4 inh inactive, HIF activator 0.2, RGS4 pot inactive and RGS4 block inactive.
`COc1ccc(N(CC(O)Cn2nnc3ccccc32)S(=O)(=O)c2ccc(C)cc2)cc1` (centres undefined) gave SKKanGAS inh -1.6, Platelet DG rel -4.7, TRPC6 activator inactive, MrgX1 antag inactive, MrgX1 allo act inactive, TRPC6 inhibitor inactive, MrgX1 ag inactive, TRPC4 inh inactive, HIF activator 0.2, RGS4 pot inactive and RGS4 block inactive.
`O=C(Nc1cccc2c1C(=O)NC2=O)c1ccccc1[N+](=O)[O-]` gave SKKanGAS inh -7.3, Platelet DG rel 3.0, TRPC6 activator inactive, MrgX1 antag inactive, MrgX1 allo act inactive, TRPC6 inhibitor inactive, MrgX1 ag inactive, TRPC4 inh inactive, HIF activator 0.1, RGS4 pot inactive and RGS4 block inactive.
`S=c1[nH]nc(-c2cccs2)n1C1CCCCC1` gave SKKanGAS inh 3.1, Platelet DG rel -8.3, TRPC6 activator inactive, MrgX1 antag inactive, MrgX1 allo act inactive, TRPC6 inhibitor inactive, MrgX1 ag inactive, TRPC4 inh inactive, HIF activator 0.2, RGS4 pot inactive and RGS4 block inactive.
For NS(=O)(=O)c1cc(C(=O)OCC(=O)NNC(=O)c2ccccc2)ccc1Cl the results were SKKanGAS inh -1.5, Platelet DG rel -1.0, TRPC6 activator inactive, MrgX1 antag inactive, MrgX1 allo act inactive, TRPC6 inhibitor inactive, MrgX1 ag inactive, TRPC4 inh inactive, HIF activator 0.1, RGS4 pot inactive and RGS4 block inactive.
For O=C(c1cc2ccccc2oc1=O)N1CCN(S(=O)(=O)c2ccccc2)CC1 the results were SKKanGAS inh -2.9, Platelet DG rel -23.2, TRPC6 activator inactive, MrgX1 antag inactive, MrgX1 allo act inactive, TRPC6 inhibitor inactive, MrgX1 ag inactive, TRPC4 inh inactive, HIF activator 0.5, RGS4 pot inactive and RGS4 block inactive.
For CCOc1ccc(N(CC(=O)Nc2ccc(C)c(Cl)c2)S(C)(=O)=O)cc1 the results were SKKanGAS inh -9.6, Platelet DG rel 6.7, TRPC6 activator inactive, MrgX1 antag inactive, MrgX1 allo act inactive, TRPC6 inhibitor inactive, MrgX1 ag inactive, TRPC4 inh inactive, HIF activator 4.2, RGS4 pot inactive and RGS4 block inactive.
